Source: PubChem
T cell modulator: T cell immune modulation candidate | 2C CD8+ T cell-vesicle binding, flow cytometry; hits give low values | calls only at 7 µM | 330,000 compounds, 0.068% hits | AID 2052;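 active means response, share of CD8 T cells binding vesicles, and their 90th percentile fluorescence all below set limits, cut at about 80% in these data, passing the limit was not always enough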
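incubation = binding step 1.5 h, 37 °C, antibody labelling 20 min, ice | test system = 2C mouse CD8+ T cells | read-out basis = percent CD8+ FL2 mean versus row control | controls = Peptide-free naked vesicles (low) and QL9 vesicles with 0.7% DMSO vehicle (high) | detection = flow cytometry of vesicle-bound cells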
Hep lipid drop: hepatic lipid droplet formation modulation; inhibition, % at 6.5 µM; AML12 mouse hepatocytes, oleate lipid droplets, BODIPY imaging; 240,000 compounds, 0.4% hits; AID 1656;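 active means lipid droplet intensity inhibited by at least 50%, with more than 500 cells counted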
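Material – AML12 mouse liver cells · Also added – oleate loading, 100 µM · Compound dosing – 6.5 µM single-point dosing · Times – overnight treatment with compound plus oleate · Measured by – fluorescence imaging, 20x objective, two fields per well · Read-out – percent inhibition of filter-corrected integrated lipid droplet intensity per well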
Myeloid diff MLP: myeloid differentiation induction | ER-HoxA9 myeloid progenitors, lysozyme-GFP differentiation, flow cytometry | calls only at 10 µM | 360,000 compounds, 1% hits | AID 624256;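 active means normalized GFP-positive differentiation at or above the plate's own cutoff, the solvent-only control mean plus 3 SD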;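 further: cells exposed to compound for four days before flow analysis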
Hep lipid drop cells 6.5 µM: also measured in Hep lipid drop; calls as there; cell count; measured here: cell count, cytotoxicity flag;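 cells counted across two imaged fields per well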
T cell modulator vesicle-bound %: also measured in T cell modulator; calls as there; double positive events, %; measured here: CD8+ vesicle-bound cell fraction;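 binding gate set so that unloaded-vesicle control wells show 10% double positive cells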
Myeloid diff MLP GFP+ MAC1+ %: also measured in Myeloid diff MLP; calls as there; GFP+ MAC1+ double positive, %; measured here: differentiation confirmed by MAC1 staining
An asterisk follows results filed as active. Not all compounds are listed; count on the stated rates, not on these rows.

For CSc1ccccc1OCc1cc(C(=O)NC2CCc3ccccc32)no1 (centres undefined) the results were T cell modulator inactive, Hep lipid drop 14, Myeloid diff MLP inactive, Hep lipid drop cells 6.5 µM 768, T cell modulator vesicle-bound % 3 and Myeloid diff MLP GFP+ MAC1+ % 6.7.
Screening O=C(Nc1nnc(Cc2ccc(F)cc2)s1)Nc1ccccc1F returned T cell modulator inactive, Hep lipid drop 0, Myeloid diff MLP inactive, Hep lipid drop cells 6.5 µM 840, T cell modulator vesicle-bound % 33 and Myeloid diff MLP GFP+ MAC1+ % 1.0.
For COc1cccc(NC(=O)C2CCN(C(=O)[C@@H]3Cc4ccccc4CN3)CC2)c1 the results were T cell modulator inactive, Hep lipid drop -6, Myeloid diff MLP inactive, Hep lipid drop cells 6.5 µM 684, T cell modulator vesicle-bound % 17 and Myeloid diff MLP GFP+ MAC1+ % 3.6.
Screening COCCNC(=O)CN(Cc1ccccc1)S(=O)(=O)c1ccc2nc(C)sc2c1 returned T cell modulator inactive, Hep lipid drop 4, Myeloid diff MLP inactive, Hep lipid drop cells 6.5 µM 817, T cell modulator vesicle-bound % 18 and Myeloid diff MLP GFP+ MAC1+ % 0.5.
CCN(CC)C(=O)CSc1nc2sc3c(c2c(=O)n1CCOC)CCC3 was read as T cell modulator inactive, Hep lipid drop 0, Myeloid diff MLP inactive, Hep lipid drop cells 6.5 µM 776, T cell modulator vesicle-bound % 26 and Myeloid diff MLP GFP+ MAC1+ % 0.6.
For O=C1NC(=O)C(c2cccs2)(c2cccs2)N1 the results were T cell modulator inactive, Hep lipid drop -2, Myeloid diff MLP inactive, Hep lipid drop cells 6.5 µM 803, T cell modulator vesicle-bound % 25 and Myeloid diff MLP GFP+ MAC1+ % 0.7.
Screening Cc1cnc(C(=O)OCc2ccc(C#N)cc2)cn1 returned T cell modulator inactive, Hep lipid drop 20, Myeloid diff MLP inactive, Hep lipid drop cells 6.5 µM 764, T cell modulator vesicle-bound % 40 and Myeloid diff MLP GFP+ MAC1+ % 0.7.
`COc1cccc(OC)c1C(=O)OCC(=O)N(C)c1ccccc1` gave T cell modulator inactive, Hep lipid drop -20, Myeloid diff MLP inactive, Hep lipid drop cells 6.5 µM 797, T cell modulator vesicle-bound % 40 and Myeloid diff MLP GFP+ MAC1+ % 1.6.
`O=C(CCN1C(=O)/C(=C\c2cccs2)SC1=S)Nc1ccc(C(=O)O)cc1` gave T cell modulator inactive, Hep lipid drop -2, Myeloid diff MLP inactive, Hep lipid drop cells 6.5 µM 638, T cell modulator vesicle-bound % 34 and Myeloid diff MLP GFP+ MAC1+ % 1.7.
Screening O=C(NCCc1c[nH]c2ccccc12)C1CCCN(S(=O)(=O)c2ccccc2)C1 (centres undefined) returned T cell modulator inactive, Hep lipid drop -9, Myeloid diff MLP inactive, Hep lipid drop cells 6.5 µM 818, T cell modulator vesicle-bound % 56 and Myeloid diff MLP GFP+ MAC1+ % 1.0.
Screening C/C(=N\NC(=O)C(O)c1ccccc1)c1ccc(Cl)s1 (centres undefined) returned T cell modulator inactive, Hep lipid drop -11, Myeloid diff MLP inactive, Hep lipid drop cells 6.5 µM 828, T cell modulator vesicle-bound % 13 and Myeloid diff MLP GFP+ MAC1+ % 2.6.
Screening Cc1ccsc1CNCC(O)c1ccccc1 (centres undefined) returned T cell modulator inactive, Hep lipid drop 3, Myeloid diff MLP inactive, Hep lipid drop cells 6.5 µM 794, T cell modulator vesicle-bound % 63 and Myeloid diff MLP GFP+ MAC1+ % 0.4.
Screening CC1(C)CC(=O)C(C(c2ccc(Br)cc2)C2C(=O)CC(C)(C)CC2=O)C(=O)C1 returned T cell modulator inactive, Hep lipid drop -2, Myeloid diff MLP inactive, Hep lipid drop cells 6.5 µM 829, T cell modulator vesicle-bound % 41 and Myeloid diff MLP GFP+ MAC1+ % 1.0.
For CCC(C)c1ccc(NC(=O)N2CCN(C(=O)C3CCCO3)CC2)cc1 (centres undefined) the results were T cell modulator inactive, Hep lipid drop -26, Myeloid diff MLP inactive, Hep lipid drop cells 6.5 µM 834, T cell modulator vesicle-bound % 8 and Myeloid diff MLP GFP+ MAC1+ % 0.4.
`O=C(c1ccc([N+](=O)[O-])s1)N1CCc2ccccc21` gave T cell modulator inactive, Hep lipid drop 8, Myeloid diff MLP active, Hep lipid drop cells 6.5 µM 852, T cell modulator vesicle-bound % 24 and Myeloid diff MLP GFP+ MAC1+ % 3.2*.
Screening CCCn1cnc2cc(NC(=O)c3ccco3)ccc21 returned T cell modulator inactive, Hep lipid drop 3, Myeloid diff MLP inactive, Hep lipid drop cells 6.5 µM 838, T cell modulator vesicle-bound % 71 and Myeloid diff MLP GFP+ MAC1+ % 1.9.
`CCCOC(=O)C1=C(C)NC(=O)NC1c1cccc2ccccc12` (centres undefined) gave T cell modulator inactive, Hep lipid drop -16, Myeloid diff MLP inactive, Hep lipid drop cells 6.5 µM 835, T cell modulator vesicle-bound % 70 and Myeloid diff MLP GFP+ MAC1+ % 0.4.
CCc1ccc(NC(=O)N2CCc3ccccc3C2)cc1 was read as T cell modulator inactive, Hep lipid drop -12, Myeloid diff MLP inactive, Hep lipid drop cells 6.5 µM 804, T cell modulator vesicle-bound % 60 and Myeloid diff MLP GFP+ MAC1+ % 2.3.
Screening Cc1cc(C)n2nc(CNS(=O)(=O)c3ccc(F)c(C)c3)nc2n1 returned T cell modulator inactive, Hep lipid drop -4, Myeloid diff MLP inactive, Hep lipid drop cells 6.5 µM 775, T cell modulator vesicle-bound % 26 and Myeloid diff MLP GFP+ MAC1+ % 2.0.
For CCOc1ccc(NC(=S)N2CCC(c3ccc(C)cc3)C2)cc1 (centres undefined) the results were T cell modulator inactive, Hep lipid drop -12, Myeloid diff MLP inactive, Hep lipid drop cells 6.5 µM 810, T cell modulator vesicle-bound % 8 and Myeloid diff MLP GFP+ MAC1+ % 0.6.
For Cc1ccc(-c2noc(CCC(=O)NC3CCCC3)n2)cc1 the results were T cell modulator inactive, Hep lipid drop -1, Myeloid diff MLP inactive, Hep lipid drop cells 6.5 µM 771, T cell modulator vesicle-bound % 24 and Myeloid diff MLP GFP+ MAC1+ % 1.5.
For CC(C)(C)c1ccc(-c2noc(CNC(=O)c3ccco3)n2)cc1 the results were T cell modulator inactive, Hep lipid drop -21, Myeloid diff MLP inactive, Hep lipid drop cells 6.5 µM 667, T cell modulator vesicle-bound % 24 and Myeloid diff MLP GFP+ MAC1+ % 1.1.
COc1ccc(-c2cc(C(=O)N3CCN(c4ccccc4)CC3)no2)cc1 was read as T cell modulator inactive, Hep lipid drop -4, Myeloid diff MLP inactive, Hep lipid drop cells 6.5 µM 811, T cell modulator vesicle-bound % 46 and Myeloid diff MLP GFP+ MAC1+ % 0.7.
`CN1CCN(C(=O)/C(=C/c2cn(S(=O)(=O)N(C)C)c3ccccc23)NC(=O)c2ccccc2Cl)CC1` gave T cell modulator inactive, Hep lipid drop 22, Myeloid diff MLP inactive, Hep lipid drop cells 6.5 µM 681, T cell modulator vesicle-bound % 61 and Myeloid diff MLP GFP+ MAC1+ % 3.1.
COc1cc(NC(=O)CCC(=O)c2cccs2)cc(OC)c1 was read as T cell modulator inactive, Hep lipid drop -21, Myeloid diff MLP inactive, Hep lipid drop cells 6.5 µM 662, T cell modulator vesicle-bound % 62 and Myeloid diff MLP GFP+ MAC1+ % 3.2.
`O=C(O)c1ccc(N=C2NC(=O)C(CO)(CO)S2)cc1` gave T cell modulator inactive, Hep lipid drop -1, Myeloid diff MLP inactive, Hep lipid drop cells 6.5 µM 849, T cell modulator vesicle-bound % 61 and Myeloid diff MLP GFP+ MAC1+ % 0.4.
O=C(COc1ccc(S(=O)(=O)N2CCCCC2)cc1)N1CCCC1 was read as T cell modulator inactive, Hep lipid drop 3, Myeloid diff MLP inactive, Hep lipid drop cells 6.5 µM 834, T cell modulator vesicle-bound % 20 and Myeloid diff MLP GFP+ MAC1+ % 1.1.
`Cc1ccc(C(=O)Nc2cccnc2)cc1S(=O)(=O)N1CCCC1` gave T cell modulator inactive, Hep lipid drop 11, Myeloid diff MLP inactive, Hep lipid drop cells 6.5 µM 691, T cell modulator vesicle-bound % 31 and Myeloid diff MLP GFP+ MAC1+ % 1.0.
Cc1ccc(S(=O)(=O)N2CN(CC3CCCO3)c3nc4ccccc4nc32)c(C)c1 (centres undefined) was read as T cell modulator inactive, Hep lipid drop -1, Myeloid diff MLP inactive, Hep lipid drop cells 6.5 µM 678, T cell modulator vesicle-bound % 13 and Myeloid diff MLP GFP+ MAC1+ % 1.5.
`O=C(Cn1c(=O)oc2ccccc21)Nc1ccc(Cl)cc1` gave T cell modulator inactive, Hep lipid drop 10, Myeloid diff MLP inactive, Hep lipid drop cells 6.5 µM 823, T cell modulator vesicle-bound % 57 and Myeloid diff MLP GFP+ MAC1+ % 0.5.
For CC(=O)Nc1ccc(NC(=O)CCCCCn2nnc3ccccc3c2=O)cc1 the results were T cell modulator inactive, Hep lipid drop 6, Myeloid diff MLP inactive, Hep lipid drop cells 6.5 µM 810, T cell modulator vesicle-bound % 43 and Myeloid diff MLP GFP+ MAC1+ % 0.4.
COCC(C)n1c(SCc2ccc(C(=O)OC)cc2)nc2ccccc2c1=O (centres undefined) was read as T cell modulator inactive, Hep lipid drop -7, Myeloid diff MLP inactive, Hep lipid drop cells 6.5 µM 798, T cell modulator vesicle-bound % 16 and Myeloid diff MLP GFP+ MAC1+ % 2.5.
`Cc1ccc2c(c1)N(CC(=O)N1CCCC1)C(=O)c1cccnc1O2` gave T cell modulator inactive, Hep lipid drop 1, Myeloid diff MLP inactive, Hep lipid drop cells 6.5 µM 765, T cell modulator vesicle-bound % 42 and Myeloid diff MLP GFP+ MAC1+ % 2.9.
Screening Cc1cc2oc(=O)cc(CN3CCOCC3)c2c(C)c1Cl returned T cell modulator inactive, Hep lipid drop 1, Myeloid diff MLP inactive, Hep lipid drop cells 6.5 µM 827, T cell modulator vesicle-bound % 33 and Myeloid diff MLP GFP+ MAC1+ % 0.2.
Screening O=C(NC1CCCCC1)N1CCN(c2ccc(Cl)cc2)CC1 returned T cell modulator inactive, Hep lipid drop 9, Myeloid diff MLP inactive, Hep lipid drop cells 6.5 µM 799, T cell modulator vesicle-bound % 5 and Myeloid diff MLP GFP+ MAC1+ % 0.8.
Screening O=[N+]([O-])c1ccc(CN2CCN(c3ccc(F)cc3)CC2)o1 returned T cell modulator inactive, Hep lipid drop -1, Myeloid diff MLP inactive, Hep lipid drop cells 6.5 µM 829, T cell modulator vesicle-bound % 46 and Myeloid diff MLP GFP+ MAC1+ % 0.5.
COc1ccc(NC(=O)C2C3CCC(O3)C2C(=O)O)c(C)c1 (centres undefined) was read as T cell modulator inactive, Hep lipid drop 10, Myeloid diff MLP inactive, Hep lipid drop cells 6.5 µM 844, T cell modulator vesicle-bound % 53 and Myeloid diff MLP GFP+ MAC1+ % 0.8.
For O=C(NC1CCCC1)C1CCN(C(=O)c2ccc(Cl)cc2Cl)CC1 the results were T cell modulator inactive, Hep lipid drop 11, Myeloid diff MLP inactive, Hep lipid drop cells 6.5 µM 732, T cell modulator vesicle-bound % 28 and Myeloid diff MLP GFP+ MAC1+ % 1.0.
`CCOC(=O)C1CCN(C(=O)c2ccc3c(c2)NC(=O)/C(=C/c2ccccc2)S3)CC1` gave T cell modulator inactive, Hep lipid drop -11, Myeloid diff MLP inactive, Hep lipid drop cells 6.5 µM 692, T cell modulator vesicle-bound % 23 and Myeloid diff MLP GFP+ MAC1+ % 0.0.
